NPC1 promoter act = qHTS Assay for NPC1 Promoter Activators; Huh7 NPC1 promoter luciferase reporter, 24 h; Potency, µM (top dose mostly 9.22 µM), for inactives: top-dose activation, usual class: activators; hit rate 2.4% among 320,000; AID 485313, 2010;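 also: potency is read from the fitted curve at half-maximal effect; % of control where 0% means no effect; nearly all actives have a fitted effect of over 60% in size; reporter is driven by a mutant NPC1 promoter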
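Luciferase expression driven by the NPC1 promoter was measured in stably transfected Huh7 cells after a 24 h compound incubation, using a luciferase reagent and a luminescence read.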
ELG1 genotoxic = qHTS screen for small molecules that induce genotoxicity in human embryonic kidney (HEK293T) cells expressing luciferase-tagged ELG1 | HEK293T ELG1-luciferase reporter, luminescence, 16 h | Potency, µM (series often up to 46 µM), for inactives: at the highest dose activity change, positive = activation, actives largely listed as activators | hit rate 1.3% among 330,000; also: potency is read from the fitted curve at half-maximal effect; % of control where 0% means no effect; nearly all actives have a fitted effect of over 60% in size
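Step 1: seed 2,000 HEK293T ELG1-luciferase cells per well. Step 2: add compound or DMSO, incubate 16 hr at 37 °C. Step 3: ONE-Glo, 30 min at room temperature, read luminescence.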
ELG1 DNA repair = qHTS screen for small molecules that inhibit ELG1-dependent DNA repair in human embryonic kidney (HEK293T) cells expressing luciferase-tagged ELG1 | HEK293T ELG1-luciferase reporter, luminescence, 16 h; DNA damage induced by 5-fluorouridine | Potency, µM (highest dose often 46.1 µM), inactives show at the top dose activity change, negative = inhibition, actives largely listed as inhibitors | hit rate 2.3% among 330,000 | AID 504467, 2011; also: potency is read from the fitted curve at half-maximal effect; % is scaled to controls: 0 for no effect and ±100 for the full control effect; nearly all actives have a fitted effect of over 55% in size
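Reporter activity after DNA damage by 5-fluorouridine is monitored. Compound-treated cells incubate 16 hr at 37 °C, then ONE-Glo is added for 30 min before luminescence reading.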
BRCA1 expr up = qHTS Assay to Identify Small Molecule Activators of BRCA1 Expression; MCF7-BRCA1-FFLuc reporter, luminescence, 48 h; response scale: scaled: vehicle 0%, 10 µM genistein 100%; Potency, µM (titrated, usually from 46.1 µM), inactives show at the top dose activation, most hits filed as activators; hit rate 1.1% among 380,000; AID 624202, 2012; also: potency is read from the fitted curve at half-maximal effect; nearly all actives have a fitted effect of over 80% in size; some results filed as inactive show a strong effect at the top dose
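Luminescence from a BRCA1-driven firefly luciferase in MCF7 cells was read after 48 h compound exposure at 37 C. Data normalized against DMSO and a 10microM genistein activation control, then curve-fitted across the titration.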
p53 reactivation = qHTS assay for re-activators of p53 using a Luc reporter; H1299 p53-A138V BP100-luciferase reporter, luminescence, 24 h; Potency, µM (highest dose often 92.2 µM), without a hit: at the top dose activity change, positive = activation, usual class: activators; hit rate 0.063% among 320,000; AID 504706, 2011; also: potency is read from the fitted curve at half-maximal effect; % of control where 0% means no effect; nearly all actives have a fitted effect of over 45% in size
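H1299 (p53-null), stable ts p53-A138V + BP100-Luc; 1000 cells/well, Opti-MEM/10% FBS; cpd 4 pt, 1:5; 24 h, 37 deg C, 5% CO2; detection reagent 10 min RT; luminescence.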
Rab9 promoter act = qHTS Assay for Rab9 Promoter Activators; Huh7 Rab9 promoter-luciferase reporter, luminescence, 24 h; Potency, µM (top dose mostly 9.22 µM), for the others: at the highest dose activation, negative = inhibition, hits mostly activators; hit rate 2.8% among 320,000; AID 485297, 2010; also: potency is read from the fitted curve at half-maximal effect; % of control where 0% means no effect; nearly all actives have a fitted effect of over 60% in size
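Huh7 cells stably carrying Rab9 promoter–luciferase reporter, plated 1500 cells/well, compound added after 2 h and incubated 24 h at 37 °C; luciferase luminescence then read after 10 min with detection reagent.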
FLuc modulator = qHTS profiling assay for firefly luciferase inhibitor/activator using purifed enzyme and Km concentrations of substrates (counterscreen for miR-21 project). purified FLuc, Km substrates, luminescence inhibition. Potency, µM (highest dose often 57.5 µM), for the others: top-dose activity change, negative = inhibition, actives largely listed as inhibitors. AID 588342, 2011. hit rate 6.9% among 360,000;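 also: potency is read from the fitted curve at half-maximal effect; plate controls were vehicle for no effect and reference inhibitor for full effect; nearly all actives have a fitted effect of over 55% in size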
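Biochemical qHTS of compounds, final roughly 60 µM downward over six points, against 10 nM purified firefly luciferase using Km concentrations of substrates (10 uM D-luciferin, 10 uM ATP) in Tris acetate pH 7.5 buffer; luminescence output.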
VP16 counter = VP16 counterscreen qHTS for inhibitors of ROR gamma transcriptional activity. Drosophila S2 Gal4-VP16 UAS-luciferase, luminescence, 20 h. Potency, µM (top dose mostly 53.6 µM), for the others: top-dose activity, negative = inhibition, hits mostly inhibitors. hit rate 3.5% among 310,000. AID 2546, 2010;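 also: Gal4-VP16 expression switched on by copper sulfate through the metallothionein promoter; potency is read from the fitted curve at half-maximal effect; % is scaled to controls: 0 for no effect and ±100 for the full control effect; nearly all actives have a fitted effect of over 50% in size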
TRPV1 agonist = HTS Assay for Compounds that Act as Agonists of the Vanilloid Receptor 1. TRPV1-expressing cells, Fluo-8 calcium influx, agonist mode. activation, % at 8.33 µM. hit rate 0.19% among 320,000; in the data active = activation above about 80%; inconclusive = between about 30% and that limit; also: 0% is about no effect
Target sequence (Q8NER1 whole entry, looked up): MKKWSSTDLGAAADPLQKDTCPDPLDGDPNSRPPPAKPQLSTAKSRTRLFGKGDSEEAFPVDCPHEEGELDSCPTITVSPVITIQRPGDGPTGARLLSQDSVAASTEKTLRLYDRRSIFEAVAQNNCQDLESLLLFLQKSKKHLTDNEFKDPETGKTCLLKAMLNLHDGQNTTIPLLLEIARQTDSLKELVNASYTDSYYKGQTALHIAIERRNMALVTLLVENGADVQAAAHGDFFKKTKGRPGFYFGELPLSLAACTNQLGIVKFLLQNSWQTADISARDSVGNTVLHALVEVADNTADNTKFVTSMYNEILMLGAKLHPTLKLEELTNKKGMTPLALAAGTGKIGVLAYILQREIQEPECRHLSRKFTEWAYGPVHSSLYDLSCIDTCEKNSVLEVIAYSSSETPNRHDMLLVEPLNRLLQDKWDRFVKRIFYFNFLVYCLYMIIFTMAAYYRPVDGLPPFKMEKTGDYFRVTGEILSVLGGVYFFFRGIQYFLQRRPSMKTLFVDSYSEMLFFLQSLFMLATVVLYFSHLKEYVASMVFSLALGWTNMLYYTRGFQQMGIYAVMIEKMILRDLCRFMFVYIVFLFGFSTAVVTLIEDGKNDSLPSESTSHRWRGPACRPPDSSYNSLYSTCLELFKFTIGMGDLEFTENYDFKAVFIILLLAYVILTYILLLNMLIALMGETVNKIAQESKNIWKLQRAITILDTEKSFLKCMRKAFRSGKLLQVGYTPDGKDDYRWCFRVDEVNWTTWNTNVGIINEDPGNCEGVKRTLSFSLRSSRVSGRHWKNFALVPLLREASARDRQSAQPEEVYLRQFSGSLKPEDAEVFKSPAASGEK
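Fluo-8 calcium influx in TRPV1-expressing cells, kinetic read (ex 480/em 520 nm). Compound added and read 3 min for agonist activity, followed by capsaicin at EC20 final and 2 min further read for enhancement.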
Tb PFK inh = qHTS Assay to Find Inhibitors of T. brucei phosphofructokinase; ATP-dependent 6-phosphofructokinase (Trypanosoma brucei brucei), O15648; T. brucei PFK, ADP-Glo luminescence; Potency, µM (titrated, usually from 57.5 µM), for inactives: top-dose activity, negative = inhibition, most hits filed as inhibitors; hit rate 0.17% among 330,000; AID 485367, 2010;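 also: potency is read from the fitted curve at half-maximal effect; 0% = uninhibited 1x PFK enzyme wells and -100% = no-enzyme wells; nearly all actives have a fitted effect of over 60% in size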
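ADP-Glo luminescence quantified ADP after 45 min at room temperature, with 1.25 nM T. brucei PFK, 0.1 mM ATP and 0.5 mM fructose-6-phosphate in pH 8.0 TEA buffer. qHTS titrations up to 57 µM; curves classified by quality.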
RORgamma inh = qHTS for inhibitors of ROR gamma transcriptional activity. Nuclear receptor ROR-gamma (Mus musculus), P51450. Drosophila S2 Gal4-RORgamma UAS-luciferase reporter, 20 h. Potency, µM (series often up to 53.6 µM), inactives show at the highest dose activity change, negative = inhibition, usual class: inhibitors. hit rate 5.4% among 310,000. AID 2551, 2010; also: potency is read from the fitted curve at half-maximal effect; % is scaled to controls: 0 for no effect and ±100 for the full control effect; nearly all actives have a fitted effect of over 60% in size
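Drosophila S2 cells stably expressing Gal4-DBD/mouse RORγ fusion under metallothionein promoter plus UAS-luciferase; compound 1 h, then 700 uM CuSO4 induction for 20 h at ambient temperature; inhibition read as reduced luminescence.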
* marks the source's active call; other numbers are inactive results; u = inconclusive; x = not tested or not shown; [ ] = another dose, or the depositor's remark. Unless noted, calls follow the shape of the dose curve; as a rule, active = well fitted curve in the direction sought with a large enough effect; inconclusive = small, poorly fitted or top-dose-only effect, or another doubt; inactive = no such curve, though single readings can be large; an effect the other way counts as inactive or inconclusive.

SMILES	NPC1 promoter act	ELG1 genotoxic	ELG1 DNA repair	BRCA1 expr up	p53 reactivation	Rab9 promoter act	FLuc modulator	VP16 counter	TRPV1 agonist	Tb PFK inh	RORgamma inh
O=C(c1ccccc1O)N1CCOCC1	-3%	4%	6%	0%	0%	6%	1%	3%	7	0%	22%
O=C1C=C(N2CCCCCC2)C(=O)N1c1ccc(Cl)cc1	1.6µM*	u	u	u	25%	2.2µM*	2.1µM*	-25%	14	0%	-23%
COc1ccccc1OCCOc1ccc(/C=C2\C(=N)N3N=C(C)SC3=NC2=O)cc1	0%	5%	19%	33%	0%	5%	-12%	u	-11	-2%	u
CC(C)(C)NC(=O)NC(=O)COC(=O)c1cccc(F)c1	-2%	3%	-2%	-19%	0%	-5%	0%	-3%	5	-3%	2%
COc1ccc(NC(=O)N(C)C[C@H]2Oc3ccc(NC(=O)Nc4c(C)noc4C)cc3C(=O)N([C@H](C)CO)C[C@H]2C)cc1	x	-1%	5%	3%	0%	x	x	x	x	6%	x
O=C(C1CC1)N1CCc2cc(Br)cc(S(=O)(=O)NCCN3CCOCC3)c21	-1%	-3%	6%	0%	1%	0%	-1%	-4%	0	0%	4%
Cc1cc(C(=O)NC2CCCCC2)c2cc(F)ccc2n1	-3%	-5%	14%	-2%	1%	0%	-3%	-7%	2	5%	-11%
CN(C)C=NC(=O)c1cc(C(=O)c2ccc(C(C)(C)C)cc2)c[nH]1	1.1µM*	2.9µM*	u	u	16%	1.1µM*	9.5µM*	-14%	25	6%	u
COc1ccc(-c2cc(C(F)(F)F)nc(SCC(=O)NCc3ccco3)n2)cc1OC	4%	6%	23µM*	-49%	-16%	0%	-7%	-21%	0	-12%	-16%
CCOC(=O)c1c(C)nc2c(C)cccn12	0%	7%	1%	1%	0%	-6%	2%	3%	-1	1%	-8%
O=C1C2C3C=CC(CC3)C2C(=O)N1c1ccccc1 (configuration not stated)	-3%	2%	-2%	3%	x	2%	2%	0%	0	3%	-21%
CC(C)N(CC#CCC1(O)c2ccccc2-c2ccccc21)CCO	1%	-1%	8%	18%	-2%	-9%	2%	4%	2	0%	11%
CC(C)NC(=S)NC(=O)c1ccc(Cl)cc1Cl	0%	1%	0%	-5%	u	1%	-18%	10µM*	7	0%	8.9µM*
O=C(O)CC(Cc1ccc(Cl)cc1)C(=O)Nc1ccc([N+](=O)[O-])cc1 (configuration not stated)	-5%	-1%	21%	-28%	-1%	-10%	u	-11%	-1	0%	33%
CC(=O)N1CCc2cc(S(=O)(=O)NC3CCCc4ccccc43)ccc21 (configuration not stated)	-10%	2%	u	-34%	-7%	-12%	1%	20µM*	0	17%	u
CCOP(=O)(OCC)c1nc(/C=C/c2ccccc2)oc1NCc1ccccc1	-2%	-3%	0%	-21%	-7%	-3%	4%	-8%	-2	-1%	11%
Cc1cc(O)ccc1Nc1nc(-c2sc(N)nc2C)cs1	1%	1%	-24%	-1%	u	-8%	u	1%	1	1%	-27%
OCCN1C[C@H](O)[C@@H](O)[C@H](O)[C@H]1CO	0%	x	x	x	x	-3%	0%	-9%	-1	-1%	4%
Cc1cccc(-n2ncc3c2CCCC3NC(=O)CCN2Cc3ccccc3C2=O)c1C (configuration not stated)	1%	-8%	-10%	-9%	-2%	2%	0%	-1%	1	2%	40%
O=C(CN1C(=O)S/C(=C\c2ccccc2F)C1=O)Nc1ccccc1O	4%	-4%	-4%	12%	u	21%	-27%	-3%	4	9%	39%
CCN1CCN(C(CNS(=O)(=O)c2ccc(OC)cc2)c2cccnc2)CC1 (configuration not stated)	-2%	2%	-7%	0%	4%	-2%	-2%	-3%	-2	-3%	-7%
Cc1ccc(CNC(=O)c2ccc(N3CCC4(CC3)CC(c3ccccc3)=NO4)c(NC(=O)c3ccco3)c2)cc1	-8%	-1%	1.2µM*	-37%	x	0%	4%	-2%	1	-2%	2%
Cc1cc(-c2ccccc2)nc(Oc2ccc(C(C)(C)C)cc2)c1S(C)(=O)=O	-4%	1%	-21%	-46%	15%	4%	3%	-15%	0	1%	18%
CCOC(=O)c1c(NC(=O)c2cccnc2)sc(C)c1C	2%	0%	-17%	-8%	-3%	-2%	4%	-1%	19	0%	-13%
Cc1ccc(S(=O)(=O)c2nc(Cc3ccccc3)oc2N2CCOCC2)cc1	2%	3%	20%	0%	-4%	-7%	-1%	x	28	2%	x
Nc1cc(=O)[nH]c(SCC(=O)N2CCCc3ccccc32)n1	-4%	4%	-8%	2%	0%	-4%	2%	21%	0	-4%	u
Cc1occc1-c1nnc(SCC(=O)O)n1-c1ccccc1	-5%	-1%	9%	8%	-1%	1%	-1%	-3%	1	-2%	-2%
CC(C)C(OC(=O)c1nsc(Cl)c1Cl)C(=O)NC(C)(C)C (configuration not stated)	-4%	13%	7%	0%	-1%	1%	2%	7%	3	2%	4%
Cn1c(=O)c2c(ncn2CC(=O)Nc2nc(-c3ccccc3Cl)cs2)n(C)c1=O	-3%	-5%	-13%	-65%	1%	-3%	3%	-19%	0	4%	28%
O=C(NCc1ccccc1Cl)C1CC(=O)N(Cc2ccccc2)C1 (configuration not stated)	-4%	-4%	7%	9%	0%	0%	-9%	-2%	21	-1%	0%
NC(=O)C1CCN(C(=O)c2cc(S(=O)(=O)N3CCOCC3)ccc2Cl)CC1	-1%	-1%	8%	9%	-3%	0%	-2%	7%	-3	1%	1%
CC1(OC(=O)C2CCCC2)C(=O)C=C2C=C(c3ccsc3)N(Cc3ccco3)C=C2C1=O (configuration not stated)	-2%	-1%	-2%	-22%	-1%	-2%	6%	1%	3	3%	15%
O=C(Nc1cccnc1)c1ccc([N+](=O)[O-])s1	0%	2%	u	-43%	u	-22%	0%	x	2	-21%	x
COc1ccccc1NC(=S)NC(=O)c1ccc(Cn2cc(Br)cn2)cc1	0%	6%	-13%	-15%	3%	-7%	-1%	u	15	-11%	7.9µM*
O=c1c(-c2ccccc2)nnc2sc(COc3ccc(Br)cc3)nn12	-4%	-1%	16%	-1%	2%	-2%	1%	-4%	-3	5%	-11%
Cc1c(C(=O)NCc2ccccc2)oc2ccc(S(=O)(=O)N3CCCC3)cc12	0%	-9%	15µM*	-5%	-7%	6%	-1%	3%	x	4%	14%
CC(C)(C)c1cc(CN2CCOCC2)c(C(=O)O)o1	0%	-2%	1%	-8%	-7%	2%	1%	-23%	0	13%	5%
Cc1cc(C(=O)N/N=C/c2ccc(-c3ccccc3Cl)o2)n[nH]1	9%	1%	0%	9%	u	29%	u	u	3	-25%	u
CC(=O)c1ccc(NS(=O)(=O)c2cc3c(cc2C)N(C)CCO3)cc1	0%	-6%	-17%	-24%	-9%	-2%	3%	-18%	-1	0%	u
CC1CCCC(NC(=O)COC(=O)c2ccccc2NC(=O)c2ccco2)C1C (configuration not stated)	-4%	1%	-1%	-5%	1%	-4%	9%	-1%	12	2%	u
OCC1(CCOc2ccccc2)CCN(Cc2ccccc2C(F)(F)F)CC1	-1%	-4%	-13%	11%	27%	-3%	0%	-23%	21	-3%	u
CCOC(=O)C1CCCN(C(=O)c2cccs2)C1 (configuration not stated)	2%	6%	7%	0%	-5%	0%	-2%	x	3	-11%	22%[0.365 µM]
O=C(c1ccccc1)C1CN(Cc2ccccc2)CCC1(O)c1ccccc1 (configuration not stated)	-2%	-4%	5%	-11%	-14%	-5%	-2%	-5%	u	-3%	-38%
CCC1(C)Cc2c(sc3[nH]c(=S)n(Cc4ccccc4)c(=O)c23)CO1 (configuration not stated)	0%	-32%[inhibitor]	u	-88%[inhibitor]	-2%	0%	-2%	1.3µM*	-3	3%	0.71µM*
CCCCN1C(=S)NC[C@@H]1Cc1ccccc1	-1%	1%	8%	0%	3%	11%	-2%	7.9µM*	1	-1%	1.8µM*

Assay outcomes: PubChem, National Center for Advancing Translational Sciences (NCATS)
